tuberculosis growth: growth inhibition of non-replicating M. tuberculosis (AID 488890); Mycobacterium tuberculosis non-replicating, growth inhibition; higher % means a stronger effect; one-dose inhibition, % at 25 µM; IC50 in µM for titrated hits; actives 0.39% (n = 320,000); in the data active means a potency from the dose series;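 further: plate controls were DMSO cells for no effect and high antibiotic wells for full effect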
VEEV TC-83 Vero: inhibitors of VEEV TC-83 cytopathic effect, confirmation, Vero cells (AID 588727); Vero cells, VEEV TC-83 cytopathic effect inhibition; higher % means a stronger effect; inhibition, % at 20 µM, or IC50 in µM where a hit was titrated; actives 0.13% (n = 350,000); in the data active means a potency from the dose series; further: strong numbers were not always called active
H37Rv inhibition: M. tuberculosis growth inhibition, HTS (AID 449762) | M. tuberculosis H37Rv growth inhibition, 7H9 media; higher % means a stronger effect | inhibition, % at 25 µM, or IC50 in µM where a hit was titrated | actives 0.59% (n = 330,000); in the data active means a potency from the dose series;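 further: bacterial growth assessed after seven days of incubation; strong numbers were not always called active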
H1N1 NS1A inhibition: H1N1 influenza NS1A inhibitors, functional cell based assay (AID 504329); actives 0.3% (n = 340,000); inhibition, % at 12.5 µM; hits with a dose series show IC50 in µM; NS1A functional cell-based assay, percent inhibition; higher % means a stronger effect; in the data active means a potency from the dose series; further: strong numbers were not always called active
PhoP GFP inhibition: Inhibition of PhoP regulon, Salmonella typhi GFP reporter cells, confirmation, 4 h (AID 1850); Salmonella Typhi PhoP-promoter GFP reporter, fluorescence, 4 h; higher % means a stronger effect; actives 0.33% (n = 310,000); one-dose inhibition, % at 50 µM; IC50 in µM for titrated hits; in the data active means a potency from the dose series;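 further: 0% = induced wells with vehicle and 100% = uninduced wells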
VEEV TC-83 Vero 10K pilot screen: further read-out of VEEV TC-83 Vero, marked with its call; inhibition, %; measured here: 10K pilot screen inhibition
Active calls of the source: *; i = inactive; x = not tested or not shown; & = joins results of further samples.

SMILES	tuberculosis growth	VEEV TC-83 Vero	H37Rv inhibition	H1N1 NS1A inhibition	PhoP GFP inhibition	others
COC(=O)c1ccccc1C(=O)N(Cc1cccnc1)CC1CCCN(C2CCCCC2)C1 (stereo unspecified)	6%	i	3%	5%	-2%
COc1ccc(OC)c(C2c3c(oc4ccccc4c3=O)C(=O)N2CCCN(C)C)c1 (stereo unspecified)	21%	i	0%	4%	-7%
Cc1ccc(-c2nc(CS(=O)(=O)CC(=O)N3CCc4ccccc4C3)c(C)o2)cc1	28%	1.9%	-4%	-4%	-3%
COc1ccc(OC)c(NS(=O)(=O)c2ccc3c(c2)C(C)(C)C(=O)N3C)c1	12%	2.0%	-6%	3%	-14%
CCOC(=O)c1cnc2ccccc2c1NCCO	-3%	i	-5%	-9%	-1%
O=C(N/C(=C/c1cccnc1)C(=O)N1CCOCC1)c1ccccc1Cl	-18%	i	5%	-2%	2%
O=C(Nc1ccc(N2CCCC2)cc1)c1ccc2ccccc2c1	58%	2.1%	1%	5%	-4%
CC(OC(=O)C1=COCCO1)C(=O)c1ccc(C(C)(C)C)cc1 (stereo unspecified)	x	7.3%	x	-3%	x
CCOC(=O)C1CCCN(C(=O)COc2ccc(N(C)S(=O)(=O)c3ccc(C)cc3)cc2)C1 (stereo unspecified)	5%	0.4%	2%	-3%	-4%
CN(C)c1ccc(C2NC(=O)c3ccccc3N2)cc1 (stereo unspecified)	24%	2.8%	5%	-5%	12%
CCOC(=O)CN1C(=O)C(=O)c2cc(C)ccc21	13%	0.3%	-7%	0%	-8%
CC(=O)c1ccc(NC(=S)N2CCN(c3cccc(Cl)c3)CC2)cc1	6%	0.6%	9%	2%	1%
CCOC(=O)/C(C#N)=C/c1c(N2CCN(c3ccc(OC)cc3)CC2)nc2c(C)cccn2c1=O	14%	5.7%	34%	25%	0%
O=C(NCc1ccc2c(c1)OCO2)C1CCC(CNS(=O)(=O)c2ccc(Cl)cc2)CC1 (stereo unspecified)	-8%	1.0%	-12%	-7%	-15%
COC(=O)C1=C(c2ccc(OC(F)(F)F)cc2)C[C@@H]2CC[C@H]1N2C(=O)NCCOc1ccccc1	-1%	1.5%	0%	11%	x	VEEV TC-83 Vero 10K pilot screen=0.4
O=C(O)Cn1c(SCCOc2ccccc2F)nc2ccccc21	-11%	1.1%	-3%	6%	3%
CCOc1ccc(NS(=O)(=O)c2ccc3c(c2)CCN3C(=O)C2CCC2)cc1	3%	i	2%	-3%	-2%
COc1ccccc1NC(=O)CSc1nncn1N	-2%	0.5%	-2%	5%	-5%
Cc1cccc(C(=O)NCC(c2ccco2)N(C)C)c1 (stereo unspecified)	-3%	1.3%	-1%	-1%	9%
O=C(Nc1ccc([N+](=O)[O-])cc1)C1C(c2ccccc2)=C1c1ccccc1	-3%	i	53%	3%	-14%

2 compounds picked at random from those above, as already listed:
SMILES	tuberculosis growth	VEEV TC-83 Vero	H37Rv inhibition	H1N1 NS1A inhibition	PhoP GFP inhibition	others
CN(C)c1ccc(C2NC(=O)c3ccccc3N2)cc1 (stereo unspecified)	24%	2.8%	5%	-5%	12%
CCOC(=O)c1cnc2ccccc2c1NCCO	-3%	i	-5%	-9%	-1%

In the list so far, these contain fluorine.
SMILES	tuberculosis growth	VEEV TC-83 Vero	H37Rv inhibition	H1N1 NS1A inhibition	PhoP GFP inhibition	others
COC(=O)C1=C(c2ccc(OC(F)(F)F)cc2)C[C@@H]2CC[C@H]1N2C(=O)NCCOc1ccccc1	-1%	1.5%	0%	11%	x	VEEV TC-83 Vero 10K pilot screen=0.4
O=C(O)Cn1c(SCCOc2ccccc2F)nc2ccccc21	-11%	1.1%	-3%	6%	3%

Other structures follow.
SMILES	tuberculosis growth	VEEV TC-83 Vero	H37Rv inhibition	H1N1 NS1A inhibition	PhoP GFP inhibition	others
COc1ccc(N2CCN(Cc3nc(-c4ccccc4)no3)CC2)cc1	18%	0.8%	-6%	3%	-9%
CC(C)c1ccc(NC(=O)c2ccccc2NC(=O)C2CC=CCC2C(=O)O)cc1 (stereo unspecified)	3%	i	-5%	-4%	-5%
CCCCNC(=O)C1CCCN1C(=O)Nc1cccc(OC)c1 (stereo unspecified)	-9%	4.5%	x	1%	-18%
COc1ccc(OC)c(-n2c(SCC(=O)NCC3CCCO3)nc3ccccc3c2=O)c1 (stereo unspecified)	19%	1.3%	-2%	-10%	x
O=C(NNC(=O)c1cnccc1C(F)(F)F)c1ccccc1	-5%	0.6%	-13%	0%	3%
C/C(=N\Nc1ccc(S(N)(=O)=O)cc1[N+](=O)[O-])c1ccco1	-2%	0.5%	-4%	12%	2%
CCOC(=O)c1cnn(-c2nc3c(C)cccc3s2)c1C	-1%	0.6%	-1%	0%	-29%
CN(C)c1ccc2c(O)cc(=O)n(C)c2c1	1%	3.3%	1%	6%	0%
CN1[C@@H]2CC[C@H]1CC(OC1c3ccccc3CCc3ccccc31)C2 (stereo partly specified)	56%	3.9%	27%	3%	0%
CCOc1ncccc1C(=O)OCC(=O)NC(=O)NC(C)C	-6%	1.4%	-8%	-12%	-10%
CN(Cc1ccc(F)cc1)C(=O)CNC(=O)c1cccs1	-16%	0.3%	-1%	-5%	x
COc1ccc(NC(=O)CN2CCN(c3ccccc3F)CC2)cc1	7%	0.1%	-2%	1%	6%
COc1ccc(CCNC(=O)NC(C(F)(F)F)C(F)(F)F)cc1OC	x	0.2%	-3%	0%	6%
COC(=O)C1=C(C)Nc2nnnn2C1c1cc(OC)ccc1OC (stereo unspecified)	11%	1.5%	4%	9%	3%
CC1CN(c2nc3c(c(=O)n(Cc4ccc(Cl)cc4)c(=O)n3C)n2C)CC(C)O1 (stereo unspecified)	13%	i	-2%	-17%	2%
C/C(=N\NC(=O)c1ccccc1)c1ccc(N2CCCCC2)cc1	-6%	0.9%	-16%	6%	-5%
Cc1cccc(C)c1NC(=O)CCCSc1nnc(N)s1	0%	0.5%	-9%	0%	-2%
Cn1c(CNC(=O)c2ccc3c(c2)OCO3)nnc1SCC(=O)Nc1ccccc1F	-8%	0.4%	1%	-10%	10%
COc1ccc(Cn2cnc3c4cc(F)ccc4n(C)c3c2=O)cc1	-15%	2.2%	-9%	x	3%
Cc1cc(NC(=O)CCC(=O)N(CC(=O)NC2CCCC2)Cc2ccccc2Cl)no1	-11%	3.5%	-3%	7%	-10%

Six compounds from above, arranged by formula weight, rising.
SMILES	tuberculosis growth	VEEV TC-83 Vero	H37Rv inhibition	H1N1 NS1A inhibition	PhoP GFP inhibition	others
CN(C)c1ccc2c(O)cc(=O)n(C)c2c1	1%	3.3%	1%	6%	0%
CCOC(=O)c1cnn(-c2nc3c(C)cccc3s2)c1C	-1%	0.6%	-1%	0%	-29%
CN(Cc1ccc(F)cc1)C(=O)CNC(=O)c1cccs1	-16%	0.3%	-1%	-5%	x
CN1[C@@H]2CC[C@H]1CC(OC1c3ccccc3CCc3ccccc31)C2 (stereo partly specified)	56%	3.9%	27%	3%	0%
COc1ccc(N2CCN(Cc3nc(-c4ccccc4)no3)CC2)cc1	18%	0.8%	-6%	3%	-9%
CC1CN(c2nc3c(c(=O)n(Cc4ccc(Cl)cc4)c(=O)n3C)n2C)CC(C)O1 (stereo unspecified)	13%	i	-2%	-17%	2%

Back to the main list with the 3 entries that preceded the break.
SMILES	tuberculosis growth	VEEV TC-83 Vero	H37Rv inhibition	H1N1 NS1A inhibition	PhoP GFP inhibition	others
Cn1c(CNC(=O)c2ccc3c(c2)OCO3)nnc1SCC(=O)Nc1ccccc1F	-8%	0.4%	1%	-10%	10%
COc1ccc(Cn2cnc3c4cc(F)ccc4n(C)c3c2=O)cc1	-15%	2.2%	-9%	x	3%
Cc1cc(NC(=O)CCC(=O)N(CC(=O)NC2CCCC2)Cc2ccccc2Cl)no1	-11%	3.5%	-3%	7%	-10%
O=C(Nc1cccc(C(F)(F)F)c1)c1cc(S(=O)(=O)N2CCCCC2)ccc1N1CCOCC1	1%	3.3%	0%	3%	1%
CC(=O)N(C(C)=O)C1=C(C#N)C2(CCCCC2)Cc2ccccc21	14%	1.1%	-8%	-22%	3%
O=C(NC(=S)NCc1ccco1)c1ccccc1	50%	i	7%	4%	-6%
CN(C)c1nnc(-c2ccc(Cl)cc2)o1	-12%	2.8%	-10%	-3%	3%
O=C(COC(=O)COc1ccc(Cl)cc1Cl)Nc1cccnc1Cl	-2%	0.5%	-10%	13%	-14%
CC(C)NC(=O)c1cc(C(=O)c2cc(Cl)ccc2O)coc1=N	1%	7.4%	-3%	9%	-9%
CC1CCCN(CCCNC(=O)c2ccc(CS(=O)(=O)c3c(Cl)cccc3Cl)o2)C1 (stereo unspecified)	x	i	-12%	-5%	-3%
CC(=O)N1CCN(S(=O)(=O)c2ccc3c(c2)CCC(=O)N3)CC1	-8%	i	-10%	2%	x
Cc1ccc(Nc2c(-c3ccc(N4CCOCC4)cc3)nc3ncccn23)cc1	x	7.2%	6%	12%	3%
CCn1c(COc2ccccc2C)nnc1SCC(=O)N1CCCCC1	7%	1.7%	3%	-8%	-16%
O=C(NCc1ccccn1)C(=O)Nc1cccc2ccccc12	32%	i	1%	-3%	7%
CCCCCC(=O)N1CCN(CCN=CC2=C(O)CC(c3ccc(OC)c(OC)c3)CC2=O)CC1 (stereo unspecified)	6%	1.2%&1.8%	6%	12%&1%	11%
COc1cccc(CNC(=O)CN2C(=O)CSc3ccc(S(=O)(=O)N4CCCCC4)cc32)c1	-11%	1.5%	3%	1%	-5%
Cc1nc2ccc(NC(=O)C3CCN(S(=O)(=O)c4cccs4)CC3)cc2s1	20%	5.5%	-3%	16%	3%
O=[N+]([O-])C(/C=C(\Cl)[N+](=O)[O-])=C1N(Cc2ccc(Cl)nc2)CCN1Cc1ccc(Cl)nc1	36%	i	-4%	6%	-2%
O=C(Nc1ccc(F)cc1)C1CCCN(S(=O)(=O)c2cccc3cccnc23)C1 (stereo unspecified)	9%	6.8%	-16%	-4%	-1%
COc1cccc(NC(=O)CN2C(=O)NC(c3ccccc3)(c3ccccc3)C2=O)c1	8%	8.3%	-5%	3%	0%
CCOc1ccc(C(=O)NNC(=O)c2cc(C)oc2C)cc1	18%	i	2%	3%	2%
Cc1ccc(C(=O)NCCCNCCCN(C)C)cn1	-13%	1.1%	-3%	-5%	0%
CC1=CC(C)(C)N(C(=O)c2ccccc2)c2ccc(C)cc21	x	0.4%	x	11%	x
CCn1c(SCC(=O)OC)nnc1-c1c[nH]c2ccccc12	-3%	0.9%	0%	11%	1%
CCOc1ccc(NS(=O)(=O)c2ccc3ncsc3c2)cc1	18%	2.6%	-6%	-11%	10%
CCN(CC)S(=O)(=O)c1ccc(Nc2cc(C)nc3ncnn23)cc1	20%	0.4%	0%	0%	-5%
Cc1ccccc1NC(=O)CSc1nc(-c2ccccc2)cc(=O)[nH]1	5%	0.0%	3%	2%	-4%
CCOC(=O)c1c(NC(=O)CN2CCN(C(=O)C3CCCO3)CC2)sc(C)c1C (stereo unspecified)	9%	0.5%	-3%	19%	-4%
Cc1cc(C(=O)NP(=O)(N2CCOCC2)N2CCOCC2)c(C)n1-c1ccc(N(C)C)cc1	4%	i	1%	10%	0%
COc1ccc(S(=O)(=O)NCC2CCCO2)cc1Cl (stereo unspecified)	2%	0.5%	19%	-7%	9%
CCN(c1ccc(NC(=O)COC(=O)c2ccc(S(=O)(=O)N3CCCC3)cc2)cc1)C(C)C	x	1.4%	-18%	7%	-7%

Screening data: PubChem, Southern Research Specialized Biocontainment Screening Center
